Compound activity (PubChem)
TRPV1 agonist: agonists of human vanilloid receptor 1 (TRPV1). Q8NER1. TRPV1-expressing cells, Fluo-8 calcium influx, agonist mode. activation, % at 8.33 µM. hit rate 0.19% among 320,000; in the data active means activation above about 80%; inconclusive means between about 30% and that limit; further: 0% is about no effect
Target sequence (Q8NER1 whole entry, looked up): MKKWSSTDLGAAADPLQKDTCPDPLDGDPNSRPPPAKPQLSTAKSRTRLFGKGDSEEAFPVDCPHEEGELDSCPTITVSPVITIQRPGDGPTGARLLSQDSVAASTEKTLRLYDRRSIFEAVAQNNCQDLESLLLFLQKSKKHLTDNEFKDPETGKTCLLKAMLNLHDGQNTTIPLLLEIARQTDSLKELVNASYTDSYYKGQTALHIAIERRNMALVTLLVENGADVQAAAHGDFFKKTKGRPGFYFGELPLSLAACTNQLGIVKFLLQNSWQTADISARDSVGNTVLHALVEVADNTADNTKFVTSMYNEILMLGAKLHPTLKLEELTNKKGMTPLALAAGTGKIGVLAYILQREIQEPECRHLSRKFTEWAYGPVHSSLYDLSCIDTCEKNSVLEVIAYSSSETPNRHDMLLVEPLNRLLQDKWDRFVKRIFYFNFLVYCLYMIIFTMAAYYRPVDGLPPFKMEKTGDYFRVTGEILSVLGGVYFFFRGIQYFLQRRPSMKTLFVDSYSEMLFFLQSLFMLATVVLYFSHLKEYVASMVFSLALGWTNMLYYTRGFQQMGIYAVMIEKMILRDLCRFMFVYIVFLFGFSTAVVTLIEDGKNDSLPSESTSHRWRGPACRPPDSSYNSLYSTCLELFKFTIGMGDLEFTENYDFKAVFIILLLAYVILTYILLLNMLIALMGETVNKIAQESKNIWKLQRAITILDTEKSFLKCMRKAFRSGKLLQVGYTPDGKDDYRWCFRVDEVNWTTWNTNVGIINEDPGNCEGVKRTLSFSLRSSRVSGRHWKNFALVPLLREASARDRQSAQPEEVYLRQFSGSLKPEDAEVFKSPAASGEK
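Fluo-8 calcium influx in TRPV1-expressing cells, kinetic read (ex 480/em 520 nm). Compound added and read 3 min for agonist activity, followed by capsaicin at EC20 final and 2 min further read for enhancement.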
B2AR arrestin: recruits beta-arrestin to the human beta2-adrenergic receptor | beta-arrestin recruitment to beta2AR, cell-based reporter | Potency, µM (highest dose often 46.1 µM), for the others: at the top dose activation, most hits filed as activators | hit rate 0.02% among 330,000 | AID 492947;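 further: potency means the concentration at half of the fitted maximal effect; 0% = DMSO controls and full agonism = EC100 isoproterenol or metaproterenol; nearly all actives have a fitted effect of over 65% in size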
A-T KAP1 phos: candidate therapy for ataxia-telangiectasia | Potency, µM (highest dose often 57.5 µM), without a hit: at the highest dose activation, actives largely listed as activators | […] A-T fibroblasts, KAP-1 phosphorylation AlphaLISA; neocarzinostatin DNA damage 30 min before lysis | AID 485349 | hit rate 0.19% among 320,000; further: potency means the concentration at half of the fitted maximal effect; % of control where 0% means no effect; nearly all actives have a fitted effect of over 45% in size
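hTERT-immortalized A-T patient fibroblasts ([…]), 500 cells/well in OPTI-MEM, 1% FBS, got compounds for 60 min, then NCS for 30 min at 37C. Lysates were then assayed for phospho-KAP-1 by AlphaLISA (anti-pKAP1 donor, anti-KAP1 acceptor beads), 6 hr at 25C.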
BRCA1 expr act: increases BRCA1 expression; MCF7-BRCA1-FFLuc reporter, luminescence, 48 h; response scale: scaled: vehicle 0%, 10 µM genistein 100%; Potency, µM (top dose mostly 46.1 µM), inactives show at the highest dose activation, actives largely listed as activators; hit rate 1.1% among 380,000; further: potency means the concentration at half of the fitted maximal effect; nearly all actives have a fitted effect of over 80% in size; some results filed as inactive show a strong effect at the top dose
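Reporter cells (MCF7, BRCA1 promoter-firefly luciferase) received library compounds across a concentration series for 48 h. End-point luminescence was measured and concentration-effect curves derived after normalization.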
a7 integrin act: activators of alpha7 integrin expression for muscular dystrophy | AID 624291 | alpha7betagal myoblasts, beta-gal FDG fluorescence, 48 h | hit rate 0.064% among 350,000 | Potency, µM (titrated, usually from 38.3 µM), without a hit: at the highest dose activation, usual class: activators;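 further: potency means the concentration at half of the fitted maximal effect; 100% = response of the positive control SU9516; nearly all actives have a fitted effect of over 60% in size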
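Alpha7betagal+/- myoblasts (passage 13) were plated 16-24 hr, then exposed to compounds (1:260 dilution of DMSO stock) for 48 hours at 37C. After MPER lysis, β-galactosidase reporter activity was read as FDG fluorescence (ex 480/em 540) after 30 minutes.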
TSG101-PTAP inh: blocks PTAP/TSG101 interaction to inhibit HIV-1 budding. Fluorescence polarization, FITC-PTAP peptide / Tsg101 binding. Potency, µM (highest dose often 115 µM), without a hit: top-dose activity change, negative = inhibition, usual class: inhibitors. 340,000 tested, under 10 active. AID 493005; active means well fitted inhibition curve with a large enough effect in the main read-out, with a control signal flat, not every such curve was filed as active; inconclusive means small, poorly fitted or top-dose-only effect, or effect the other way, or a change in a side signal; inactive means no such curve, though single readings can be large or run the other way; further: potency means the concentration at half of the fitted maximal effect; % of control where 0% means no effect
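Tsg101 binding domain (10 uM final) was mixed with compound and a FITC-labeled PTAP peptide (50 nM final) in HEPES pH 7.5 buffer with NaCl, Tween 20, EDTA and TCEP; fluorescence polarization was read after 20 min at r.t.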
TCR act: activators of T cell receptors | primary human leukocytes, anti-CD3, IL-2 HTRF, 48 h | Potency, µM (titrated, usually from 9.22 µM), for the others: top-dose activation of IL-2 secretion, most hits filed as activators | 330,000 tested, under 10 active | AID 504894; further: % of control where 0% means no effect
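Activity was scored as IL-2 release from primary human leukocytes given only a TCR signal (a-CD3 beads) plus compound for 48 hr. Detection used a two-antibody HTRF format read at 665nm.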
CXXC DNA block: inhibitors of human MLL CXXC domain-DNA interaction. Q03164. MLL-CXXC / FITC-HOXA9 DNA fluorescence polarization. Potency, µM (titrated, usually from 115 µM), for the others: top-dose activity change, negative = inhibition, most hits filed as inhibitors. hit rate 0.037% among 290,000; active means well fitted inhibition curve with a large enough effect in the polarisation, with a control signal flat, not every such curve was filed as active; inconclusive means small, poorly fitted or top-dose-only effect, or effect the other way, or a change in a side signal; inactive means no such curve, though single readings can be large or run the other way; the % refers to the polarisation; further: potency means the concentration at half of the fitted maximal effect
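Steps: dispense CXXC domain solution (7 uM) → pin compounds or unlabeled HOX-A9 DNA control → 5 min ambient → add FLSN-HOX-A9 solution (50 nM) → spin → 30 min ambient → fluorescence polarization. Tris pH 7.5/NaCl/DTT/BSA buffer.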
ELG1 repair inh: blocks ELG1-dependent DNA repair in HEK293T cells; Potency, µM (top dose mostly 46.1 µM), without a hit: at the top dose activity change, negative = inhibition, most hits filed as inhibitors; HEK293T ELG1-luciferase reporter, luminescence, 16 h; DNA damage induced by 5-fluorouridine; hit rate 2.3% among 330,000; further: potency means the concentration at half of the fitted maximal effect; on the % scale 0 is the no-effect control and ±100 the full control effect; nearly all actives have a fitted effect of over 55% in size
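DMSO vehicle served as the neutral condition. Each well held 2,000 cells given 5-fluorouridine plus compound; after 16 hr at 37 °C/5% CO2, ONE-Glo was added and luciferase measured 30 min later.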
p53 reactivation: restores transcriptional activity of mutant p53; H1299 p53-A138V BP100-luciferase reporter, luminescence, 24 h; Potency, µM (doses to about 92.2 µM), inactives show at the top dose activity change, positive = activation, hits mostly activators; hit rate 0.063% among 320,000; further: potency means the concentration at half of the fitted maximal effect; % of control where 0% means no effect; nearly all actives have a fitted effect of over 45% in size
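H1299 (p53-null), stable ts p53-A138V + BP100-Luc; 1000 cells/well, Opti-MEM/10% FBS; cpd 4 pt, 1:5; 24 h, 37 deg C, 5% CO2; detection reagent 10 min RT; luminescence.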
Active calls of the source: *; ? = inconclusive; . = not tested or not shown; [ ] = remark or other dose. Unless noted, the call rests on the fitted dose curve; in most records, active means well fitted curve in the direction sought with a large enough effect; inconclusive means small, poorly fitted or top-dose-only effect, or another doubt; inactive means no such curve, though single readings can be large; an effect the other way counts as inactive or inconclusive. Hits appear at their usual frequency (roughly 3.8% active in at least one column).

SMILES	TRPV1 agonist	B2AR arrestin	A-T KAP1 phos	BRCA1 expr act	a7 integrin act	TSG101-PTAP inh	TCR act	CXXC DNA block	ELG1 repair inh	p53 reactivation
O=C(NNS(=O)(=O)c1ccc(CCCl)cc1)C(O)(c1ccccc1)c1ccccc1	2	-0.1%	1%	-15%	6%	2%	-4%[46.1 µM]	0%	-4%	-3%
CCNC(=O)CC1SC(=Nc2ccc(Cl)cc2)N(CC)C1=O (stereo not given)	10	0.4%	-5%	-2%	19%	-3%	-2%[46.1 µM]	58%[activator]	12%	-5%
Cc1ccc(NS(=O)(=O)c2ccc(C(=O)N3CCN(S(=O)(=O)c4ccccc4)CC3)cc2)cc1	-4	-0.1%	13%	-90%	-14%	2%	0%	.	?	-5%
COc1ccc(NC(=O)C2=C(C)NC(=O)NC2c2cccs2)c(OC)c1 (stereo not given)	1	-0.7%	-1%	-14%	41%	-5%	-7%	3%	2%	1%
CCCNC(=O)c1ccc2c(=O)n(Cc3ccco3)c(=S)[nH]c2c1	0	0.1%	6%	-28%	-35%[inhibitor]	-12%	.	0%	-10%	-2%
COc1cc(Cl)ccc1OCc1cc(C(=O)N2CCCCCC2)no1	3	0.1%	6%	55%	1%	-1%	-1%	3%	19%	17%
O=C(NCc1ccco1)C1CC(c2c(Cl)cccc2Cl)=NO1 (stereo not given)	2	0.3%	-3%	-32%	-38%	-2%	5%	4%	-9%	12%
O=C(COC(=O)c1ccc[nH]c1=O)NC1CCCCCCC1	-1	0.2%	1%	4%	-4%	-1%	12%	0%	?	1%
Cc1ccc(NC(=S)Nc2cccc3cnccc23)cc1C	-7	0.3%	8%	0%	?	-8%	-3%	-7%	-22%	5%
CSC[C@H](NC(=O)COc1cc2c(c3oc(=O)cc(C)c13)CCC(C)(C)O2)C(=O)O	-3	0.2%	3%	-8%	-22%	-2%	0%	-2%	-4%	-4%
CNC[C@H](CC1CCCCC1)NC[C@H](CO)NCCc1cccc(C(F)(F)F)c1	5	0.2%	1%	-61%	-45%[inhibitor]	-1%	-5%	38%[activator]	3%	-7%
Cc1cnc(NC(=O)Nc2ccc(OCc3ccccc3)cc2)c(Br)c1	-2	-0.2%	-6%	28%	11%	-1%	-11%	0%	?	0%
CCN1CCN(C(c2cccs2)C(C)NS(=O)(=O)c2ccc(F)cc2)CC1 (stereo not given)	1	0.1%	0%	2%	-20%	-9%	-4%	-2%	4%	?
CC1(C2CC2)NC(=O)N(CC(=O)Nc2ccccc2F)C1=O (stereo not given)	-3	-2.0%	1%	-2%	15%	0%	6%	.	4%	4%
O=C(c1ccc([N+](=O)[O-])cc1)N(Cc1ccc(Cl)cc1Cl)N1C(=O)CCCC1=O	-4	-2.1%	2%	-42%	13%	-6%	-6%	3%	3%	0%
CC(C)P(=O)(c1cccc(C(=O)O)c1)C(C)C	2	-0.4%	3%	-2%	5%	-2%	-3%[46.1 µM]	3%	19%	3%
CCOc1cc(C(=O)N2CCN(C/C=C/c3ccccc3)CC2)cc(OCC)c1OCC	12	-0.6%	.	-41%	-35%	-14%	1%	6%	-19%	-6%
COc1ccccc1NS(=O)(=O)c1ccc2c(c1)N(C(C)=O)CC(C)S2 (stereo not given)	12	-0.2%	-2%	-12%	18%	-6%	-6%	-10%	2%	-4%
Cc1ccc2[nH]cc(S(=O)(=O)c3ccc(C)c(C)c3)c(=O)c2c1	-3	-0.4%	-4%	12%	2%	3%	-4%	6%	4%	0%
CCOC(=O)N1CCN(C(=O)CSc2ccc(C(=O)OC)cc2[N+](=O)[O-])CC1	6	-1.4%	15%	-21%	-16%	0%	-8%	-7%	3%	2%
CCCN1CCN(CCCNC(=O)C2CCCN(c3nnc(-n4cccc4)s3)C2)CC1 (stereo not given)	1	0.0%	-3%	8%	-7%	-3%	-1%	11%	1%	-9%
CNC(=O)c1cccc(NC(=O)c2ccccc2OCc2ccccc2)c1	28	-0.6%	-5%	-53%	4%	0%	2%	31%	11%	-2%
Cc1cccnc1NC(=S)NCCc1ccccc1	?	-0.2%	-8%	?	-32%	0%	-15%	-2%	?	-6%
COc1cc(/C=C(\C#N)c2ccccn2)ccc1OCc1ccc(Cl)cc1	1	5.3%	0%	20%	12%	-4%	0%[46.1 µM]	0%	?	29%
O=S(=O)(Nc1nc2ccccc2nc1N1CCc2ccccc2C1)c1ccc(Br)cc1	17	-0.2%	-3%	-65%	?	-9%	-8%[46.1 µM]	6%	?	?

Structures from the list above containing an aryl methoxy group, in the order listed:
SMILES	TRPV1 agonist	B2AR arrestin	A-T KAP1 phos	BRCA1 expr act	a7 integrin act	TSG101-PTAP inh	TCR act	CXXC DNA block	ELG1 repair inh	p53 reactivation
COc1ccc(NC(=O)C2=C(C)NC(=O)NC2c2cccs2)c(OC)c1 (stereo not given)	1	-0.7%	-1%	-14%	41%	-5%	-7%	3%	2%	1%
COc1cc(Cl)ccc1OCc1cc(C(=O)N2CCCCCC2)no1	3	0.1%	6%	55%	1%	-1%	-1%	3%	19%	17%
COc1ccccc1NS(=O)(=O)c1ccc2c(c1)N(C(C)=O)CC(C)S2 (stereo not given)	12	-0.2%	-2%	-12%	18%	-6%	-6%	-10%	2%	-4%
COc1cc(/C=C(\C#N)c2ccccn2)ccc1OCc1ccc(Cl)cc1	1	5.3%	0%	20%	12%	-4%	0%[46.1 µM]	0%	?	29%

The results go on.
SMILES	TRPV1 agonist	B2AR arrestin	A-T KAP1 phos	BRCA1 expr act	a7 integrin act	TSG101-PTAP inh	TCR act	CXXC DNA block	ELG1 repair inh	p53 reactivation
COc1ccc(C(=O)NNC(=O)C23CC4CC(CC(C4)C2)C3)c(OC)c1	8	-1.1%	-4%	-11%	-17%	-3%	-3%	-12%	14%	9%
CCOc1ccc(NC(=O)Cc2ccc(NC3=NC4CS(=O)(=O)CC4S3)cc2)cc1 (stereo not given)	-2	0.3%	-2%	-12%	5%	-2%	-8%	.	?	12%
Cc1ccccc1Nc1c(-c2ccccc2)nc2ncccn12	-3	0.7%	0%	-10%	7%	-6%	-5%	1%	0%	2%
O=C(CSc1ncnc2ccccc12)NC1CCS(=O)(=O)C1 (stereo not given)	.	-0.2%	6%	-32%	-12%	-5%	-3%	.	?	6%
O=C(Nc1ccc(Cl)cc1Cl)N1CCN(c2ncccn2)CC1	-6	-0.8%	1%	47%	-1%	-7%	12%	4%	9%	-3%
CCN(c1ccc(C)cc1C)S(=O)(=O)c1nnc(NC(=O)C(C)C)s1	17	0.6%	6%	-13%	15%	0%	7%	-2%	-6%	0%
O=C(Cc1ccccc1[N+](=O)[O-])N1CCc2ccccc2C1	10	0.0%	0%	78%	-5%	-1%	1%	3%	?	1%
Cc1ccccc1N(CC(=O)NCCSCc1ccco1)S(C)(=O)=O	-4	-0.9%	-5%	2%	-26%	-9%	4%	-8%	0%	4%
CC1CCCCC1N1CN=C(Nc2nc3ccccc3s2)NC1 (stereo not given)	-3	0.1%	-3%	-5%	-15%	-6%	3%	14%	-4%	1%
CC1=C(C(=O)Nc2ccccc2C)C2(CCCC2)C(C(N)=O)C(=O)N1 (stereo not given)	-6	-1.3%	-3%	1%	14%	.	.	-3%	16%	-7%
O=C1CCC(O)CCN1CCSc1ccccc1 (stereo not given)	3	0.3%	3%	?	26%	3%	1%	9%	?	20%
CCC(=O)N1CC2(CC(c3cccc(NC(=O)COc4ccc(Cl)cc4)c3)=NO2)C[C@@H]1C(N)=O (stereo not given in full)	1	-1.0%	-32%	.	.	.	.	8%	-10%	1%
CCOc1ccccc1C(=O)Nc1ccccc1C(N)=O	10	-0.7%	.	0%	-1%[7.66 µM]	-8%	4%	6%	-11%	-2%
CN(C(=O)C1CCOC1)c1nnc(-c2ccccn2)s1 (stereo not given)	1	0.1%	-4%	?	15%	-11%	-23%	16%	?	?

Compound profiles, from the list above. Order of values: TRPV1 agonist, B2AR arrestin, A-T KAP1 phos, BRCA1 expr act, a7 integrin act, TSG101-PTAP inh, TCR act, CXXC DNA block, ELG1 repair inh, p53 reactivation
Listed for Cc1ccccc1N(CC(=O)NCCSCc1ccco1)S(C)(=O)=O : -4, -0.9%, -5%, 2%, -26%, -9%, 4%, -8%, 0%, 4%
Listed for CCOc1ccccc1C(=O)Nc1ccccc1C(N)=O : 10, -0.7%, ., 0%, -1%[7.66 µM], -8%, 4%, 6%, -11%, -2%
